Screening results as filed in PubChem.
NFkB transloc pot – enhances IL-1B driven NFkB nuclear translocation | HUVEC IL-1B NFkB p65 nuclear translocation imaging | activation, % at 2 µM | 94,000 compounds, 0.3% hits | AID 819;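 active = activation above 40%, about the mean plus 3 SD, also judged a hit on visual image review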;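 note: percent activation is computed from the nuclear over cytoplasmic p65 intensity ratio; values of inactives mirror those of a sister screen read the other way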
Bcl-B TR3 displacers – displacers of TR3 peptide from Bcl-B, primary screen, selectivity assay for Bfl-1 inhibitor project, biochemical, fluorescence polarization; AID 748; 96,000 compounds, 0.11% hits; displacement, % at 20 µM, or IC50 in µM where a hit was titrated; FP displacement of FITC-TR3 peptide from Bcl-B; higher % means a stronger effect;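 active = displacement above 50% at 20 µM plus a fluorescence interference ratio under 1.5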;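 note: plate controls were wells without compound for no effect and wells lacking Bcl-B protein for full effect; a part of the inactive calls stands beside numbers as strong as those of hits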
MRP resist rev – MRP-mediated drug resistance reversal. H69AR cells + 2 uM doxorubicin, CellTiter-Glo, 72 h. 85,000 compounds, 0.04% hits. differential viability (reversal), % at 10 µM;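 active = viability drop by adding the cancer drug above about 55%, with treated viability meeting a 40% cutoff, limit read from the data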;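 note: viability without doxorubicin minus viability with 2 µM doxorubicin for each compound; larger differential means the compound sensitizes cells more to doxorubicin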
IL1B NFkB inh – blocks IL-1B driven NFkB nuclear translocation in HUVEC cells | HUVEC IL-1B NFkB p65 nuclear translocation imaging | inhibition, % at 2 µM | 94,000 compounds, 0.43% hits | AID 796;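 active = inhibition above about 30% together with a positive call from visual inspection of the well image, limit read from the data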;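 note: nuclear over cytoplasmic p65 intensity ratio measured by imaging; 0% = IL-1B stimulated DMSO wells and 100% = unstimulated DMSO wells; values of inactives mirror those of a sister screen read the other way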
PLAP inhibition – inhibition of human placental alkaline phosphatase – biochemical, luminescence, HTS (AID 690) | purified PLAP, luminescent substrate; higher % means a stronger effect | inhibition, % at 20 µM, or IC50 in µM where a hit was titrated | 96,000 compounds, 0.08% hits; in the data active = a potency from the dose series; inactive = the rest, 99 in 100 with inhibition below about 30%; note: strong numbers were not always called active
MRP resist rev cytotoxicity – also measured in MRP resist rev; calls as there; viability, %; H69AR cells, CellTiter-Glo, 72 h; measured here: cytotoxicity without doxorubicin
MRP resist rev with doxorubicin – recorded beside MRP resist rev, whose call it bears; viability, %; measured here: viability with 2 uM doxorubicin; stronger effect = lower value
IL1B NFkB inh cell count 2 µM – further read-out of IL1B NFkB inh, marked with its call; cell count; measured here: cells passing quality filter;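 raw number of nuclei counted in each imaged well without normalization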
NFkB transloc pot cell count 2 µM – recorded beside NFkB transloc pot, whose call it bears; cell count; measured here: cells passing quality filter
Numbers without * were called inactive; nt = no result given. This is a subset; the hit share may differ from the screen's.

SMILES	NFkB transloc pot	NFkB transloc pot cell count 2 µM	Bcl-B TR3 displacers	MRP resist rev	MRP resist rev cytotoxicity	MRP resist rev with doxorubicin	IL1B NFkB inh	IL1B NFkB inh cell count 2 µM	PLAP inhibition
CCSC1=NC2(CCCCC2)Nc2sc3c(c21)CCCC3	-7.0	170	-25.9%	-9.4	2.2	11.6	7.0	170	-56.8%
COc1ccc(OC)c(C2C(C(=O)Nc3ccccc3OC)=C(C)Nc3nc(CCCO)nn32)c1 (stereo not drawn)	-11.5	179	13.2%	-3.8	76.4	80.2	11.5	179	-37.2%
CC1Cc2ccccc2N1C(=O)CCS(=O)(=O)c1cccs1 (stereo not drawn)	nt	nt	-10.7%	-7.5	93.6	101.1	nt	nt	-5.1%
C#CCSc1nnc(CSc2nc3ccccc3s2)n1-c1ccccc1	2.7	105	-107.5%	-6.0	3.0	9.0	-2.7	105	-47.0%
COc1ccc(Cl)cc1C(=O)NCC(C)C	13.4	188	-5.0%	12.8	103.1	90.3	-13.4	188	-8.5%
Cc1ccc2[nH]c(-c3ccccc3)c(CN3CCN(C)CC3)c(=O)c2c1	12.2	68	4.2%	7.0	92.3	85.3	-12.2	68	16.6%
Cc1ccc(-n2nnc3c(SCC(=O)N4CCN(c5ccccc5)CC4)ncnc32)cc1	10.8	163	nt	-5.9	51.5	57.3	-10.8	163	nt
CC(C)NC(=O)c1ccccc1-c1ccccc1	10.0	137	9.1%	19.0	99.0	80.0	-10.0	137	7.2%
COc1ccccc1Oc1c(C)oc2c(CN3CCN(CCO)CC3)c(O)ccc2c1=O	-10.3	57	1.8%	20.1	90.0	69.9	10.3	57	-7.0%
O=C(Nc1ccc2c(c1)CCC2)c1cnccn1	-7.2	123	19.3%	nt	nt	nt	7.2	123	-18.5%
O=C(Nn1cnnc1)c1ccncc1	-5.0	111	-12.9%	nt	nt	nt	5.0	111	-0.9%
COC(=O)Nc1ccc(OC)c(OC)c1	14.2	120	-4.1%	11.9	98.0	86.0	-14.3	120	-17.2%
O=C(NCCCc1ccccc1)c1ccc(Br)o1	1.7	130	-3.5%	-10.9	63.1	74.0	-1.7	130	-6.4%
Cc1cc(C)n(C/C=C/Cn2nc(C)cc2C)n1	9.7	128	-3.7%	-14.3	106.1	120.4	-9.7	128	15.4%
CCOC(=O)c1nc(N)c(C(=O)OCC)[nH]1	32.4	134	0.8%	4.4	104.4	100.0	-32.4	134	22.9%
O=C(O)Cn1nc(-c2ccccc2)c2ccccc2c1=O	-4.3	110	-2.7%	-0.7	98.8	99.5	4.3	110	-12.6%
O=C(NCc1ccc2c(c1)OCO2)c1ccc(=O)[nH]c1	20.9	199	3.1%	2.5	103.8	101.4	-20.9	199	8.0%
O=C(c1ccccc1)N1CCN(CC(O)COCC2CC=CCC2)CC1 (stereo not drawn)	-4.8	102	4.5%	11.0	82.9	71.9	4.8	102	-68.7%
N#CC1=C(N)S[C@@H](C(=O)c2ccc(F)cc2)[C@@H]1c1cccs1	21.0	105	nt	-4.9	68.0	72.9	-21.0	105	nt
Cc1cc(C(=O)NCc2ccccc2Br)no1	20.4	88	-6.8%	3.8	98.7	94.9	-20.4	88	-6.8%
O=C(NC1CCCCCCC1)c1cnccn1	3.6	201	5.4%	8.8	97.6	88.8	-3.6	201	-4.3%
Cc1oc(-c2ccc(Cl)cc2)nc1CS(=O)CC(=O)NCCCN(C)C1CCCCC1 (stereo not drawn)	10.9	76	-1.0%	9.8	92.7	82.8	-10.9	76	-52.6%
CCCCOc1ccc(-c2nnn(CC(=O)c3c[nH]c4ccccc34)n2)cc1	-4.5	154	-105.6%	-2.6	100.5	103.1	4.5	154	5.9%
COc1ccc(OC)c(C(=O)c2ccc(C(=O)N3CCCCC3)cc2)c1	17.2	204	-5.1%	4.9	90.9	86.0	-17.2	204	-10.4%
CCC(=O)Nc1ccc(NC(=O)c2ccc3c(c2)OCO3)cc1	5.0	181	-3.4%	nt	nt	nt	-5.0	181	13.2%
CCOC(=O)c1[nH]c2ccc(OC)cc2c1NC(=O)c1ccc2c(c1)OCO2	30.6	110	1.9%	-8.1	68.8	76.9	-30.6	110	0.6%
CN(C1=NC(=O)C(CC(=O)Nc2ccc(Br)cc2)S1)c1ccc(O)cc1 (stereo not drawn)	4.8	142	-6.0%	-6.9	68.8	75.7	-4.8	142	-6.1%
CC1=C(C(=O)Nc2ccccc2)C(c2ccc(C)o2)N2C(=O)CSC2=N1 (stereo not drawn)	3.8	94	-20.0%	-3.5	101.8	105.2	-3.8	94	-47.8%
COc1ccc2c(c1)c(CCN1C(=O)c3ccccc3C1=O)cn2C(=O)c1ccco1	9.5	177	3.5%	-3.8	49.8	53.6	-9.5	177	-4.3%
C/C(=N\NC(=O)C1CCCN(S(=O)(=O)c2ccccc2)C1)c1ccccn1 (stereo not drawn)	7.2	126	3.2%	nt	nt	nt	-7.2	126	-98.3%
COC(=O)CNc1nc(OC)nc(N(C)C)n1	25.6	134	-5.7%	2.9	101.0	98.2	-25.6	134	5.4%
Nc1c(C(=O)NCc2ccc(F)cc2)c2nc3ccccc3nc2n1CCCN1CCOCC1	22.0	181	-4.6%	-1.0	1.2	2.3	-22.0	181	-104.3%
Cc1nc2cc(S(=O)(=O)C(F)(F)F)ccc2s1	nt	nt	18.3%	-7.4	97.0	104.4	nt	nt	4.8%
COCCCNC(=O)Cn1nnc(-c2ccc(NC(=O)c3ccc(F)cc3)cc2)n1	nt	nt	-2.6%	-3.4	90.9	94.3	nt	nt	-15.8%
O=C(NCc1cccnc1)c1noc2c1CCCC2	nt	nt	-2.1%	-0.3	101.6	102.0	nt	nt	-17.1%
CCCCNc1c2c(nc3c(-c4ccccc4)c(C)nn13)CCC2	16.0	164	-17.2%	-0.1	27.5	27.6	-16.0	164	-13.1%
Cc1nc(NC(=O)c2ccc(Br)s2)sc1C(=O)N(C)C	13.8	155	0.1%	-10.6	101.7	112.3	-13.8	155	3.8%
CCCc1nc(SCC(N)=O)[nH]c(=O)c1CC	nt	nt	-16.1%	-3.1	88.0	91.1	nt	nt	-27.6%
Cc1ccc(-c2nc(C)sc2CC(=O)NCc2ccco2)cc1	4.6	99	-4.7%	5.6	65.3	59.7	-4.6	99	-33.7%
COC(=O)c1c(N)sc(C(=O)N2CCOCC2)c1C	15.1	132	-8.9%	-21.3	79.5	100.8	-15.1	132	14.0%
Cc1cc(C)nc(SCc2nnc(SCC(=O)Nc3c(C)cccc3C)o2)n1	-0.4	126	nt	7.7	91.5	83.8	0.4	126	nt
CCC(C)N(C(=O)C(F)(F)F)C(C(=O)NC1CCCCC1)c1ccncc1 (stereo not drawn)	37.7	122	nt	16.2	102.8	86.5	-37.7	122	nt
CCSc1nc2c(sc3nc(C)cc(C)c32)c(=O)[nH]1	4.6	168	-21.0%	nt	nt	nt	-4.6	168	-62.8%
CCOC(=O)N1CCC2(CC1)C(C#N)=C(N)Oc1c2sc2nc(C)cc(C)c12	-9.5	148	-10.4%	-21.5	41.5	63.0	9.5	148	10.4%
CCn1ncc(C2=NOC(C(=O)Nc3ccc4c(c3)OCO4)C2)c1C (stereo not drawn)	nt	nt	-0.9%	21.0	99.8	78.8	nt	nt	0.5%
c1ccc(C2Nc3ccccc3-c3nc4ccccc4n32)nc1 (stereo not drawn)	4.9	118	-13.6%	12.1	94.8	82.6	-4.9	118	nt
CCC(C)NC(=O)c1cc(CC(C)C)on1 (stereo not drawn)	12.3	66	-1.1%	-5.4	97.0	102.4	-12.4	66	1.0%
Brc1ccc(/C=N/N2CCN(C3c4ccccc4-c4ccccc43)CC2)s1	-5.6	122	-6.1%	nt	nt	nt	5.6	122	32.6%
CCOc1ccc(CNc2ccc(N3CCOCC3)c(C(=O)O)c2)cc1	-3.8	161	-1.4%	0.6	110.2	109.6	3.8	161	-28.1%
Cn1cccc1/C=C1\CCC/C(=C\c2cccn2C)C1=O	26.8	192	-161.7%	-2.9	83.2	86.1	-26.8	192	0.5%
Cc1ccc(-c2nn(C)c(=O)c3ccccc23)cc1CNC(=O)c1ccco1	28.9	134	-2.3%	1.0	64.5	63.5	-28.9	134	-15.4%
Cc1oc2nc(SCC(=O)NC3CCCCC3)nc(N)c2c1C	12.8	109	nt	-13.6	80.4	94.0	-12.8	109	nt
O=C1CCSc2cccc3cccc(c23)N1	7.9	84	-2.2%	-0.6	88.9	89.4	-7.9	84	8.6%
CC(C)(C)OC(=O)NCC(=O)NCC(=O)OCc1ccccc1	26.0	90	-4.3%	-1.0	98.8	99.8	-23.5	90	4.0%
CC(=O)NN1C(=O)/C(=C/c2ccc(Br)o2)SC1=S	1.3	187	-42.5%	-13.8	56.5	70.3	-1.3	187	12.0%
CCN(CC)CCNC(=O)C12CC3CC(C)(CC(C)(C3)C1)C2	nt	nt	7.6%	9.8	88.7	78.8	nt	nt	-107.6%
Cc1ccc(-c2nc(N)n(C(=O)Cc3ccccc3)n2)cc1	2.6	155	-12.9%	-4.4	98.5	102.9	-2.6	155	5.0%
Cc1ccccc1NC(=O)CSCC(=O)Nc1ccccc1C	22.2	180	-9.7%	nt	nt	nt	-22.2	180	-9.2%
CCOC(=O)N1CCN(C(=O)c2cc3c(-c4ccc(Cl)cc4)nn(C)c3s2)CC1	-4.1	124	-0.7%	-64.5	31.4	95.8	4.1	124	-41.6%
CCn1c(C)cc(/C=C2\SC(=O)N(CC(=O)Nc3ccc(C)c(C)c3)C2=O)c1C	0.3	138	-22.8%	nt	nt	nt	-0.3	138	1.6%
Next section.
SMILES	NFkB transloc pot	NFkB transloc pot cell count 2 µM	Bcl-B TR3 displacers	MRP resist rev	MRP resist rev cytotoxicity	MRP resist rev with doxorubicin	IL1B NFkB inh	IL1B NFkB inh cell count 2 µM	PLAP inhibition
COC(=O)n1c(=S)oc2cc(Cl)ccc21	-11.3	142	-8.3%	-5.0	90.5	95.5	11.3	142	16.9%
CCOc1ccc(NC(=O)C2CC(C)=C(C)CC2C(=O)O)cc1 (stereo not drawn)	12.6	77	-10.5%	15.4	104.8	89.4	-12.6	77	3.8%
CC1CCC(NC(=O)CC2Oc3ccccc3NC2=O)CC1 (stereo not drawn)	5.4	144	8.1%	6.9	93.5	86.6	-5.4	144	2.4%
Cc1cc(C)cc(OCC(=O)NN2Cc3ccccc3C2=N)c1	-0.8	150	-3.0%	-5.5	86.0	91.4	0.8	150	10.9%
CCOc1ccc(NC(=O)N(CCN2CCOCC2)Cc2ccc3c(c2)CCCN3CC)cc1	-8.6	146	-2.8%	-3.2	76.0	79.2	8.6	146	-28.6%
c1ccc(CCNc2ncnc3nc[nH]c23)cc1	12.0	156	-11.7%	7.0	95.9	88.9	-12.0	156	-121.7%
O=C(NCc1cccc(C(F)(F)F)c1)C1CC(c2c(Cl)cccc2Cl)=NO1 (stereo not drawn)	3.9	154	-10.8%	nt	nt	nt	-3.9	154	12.8%

Compound profiles, from the list above. Order of screens: NFkB transloc pot	NFkB transloc pot cell count 2 µM	Bcl-B TR3 displacers	MRP resist rev	MRP resist rev cytotoxicity	MRP resist rev with doxorubicin	IL1B NFkB inh	IL1B NFkB inh cell count 2 µM	PLAP inhibition
Results for `CCOc1ccc(NC(=O)C2CC(C)=C(C)CC2C(=O)O)cc1` (stereo not drawn) → 12.6	77	-10.5%	15.4	104.8	89.4	-12.6	77	3.8%
Results for `CC1CCC(NC(=O)CC2Oc3ccccc3NC2=O)CC1` (stereo not drawn) → 5.4	144	8.1%	6.9	93.5	86.6	-5.4	144	2.4%
Results for `c1ccc(CCNc2ncnc3nc[nH]c23)cc1` → 12.0	156	-11.7%	7.0	95.9	88.9	-12.0	156	-121.7%
Results for `O=C(NCc1cccc(C(F)(F)F)c1)C1CC(c2c(Cl)cccc2Cl)=NO1` (stereo not drawn) → 3.9	154	-10.8%	nt	nt	nt	-3.9	154	12.8%
Results for `CCOc1ccc(NC(=O)N(CCN2CCOCC2)Cc2ccc3c(c2)CCCN3CC)cc1` → -8.6	146	-2.8%	-3.2	76.0	79.2	8.6	146	-28.6%
